Compound activity deposited in PubChem by NCI.
All columns: NCI-60 one-dose screen, growth in % after 48 h at 10 µM unless noted; 100 = growth as untreated, 0 = no growth, -100 = all killed.
HOP-62 = HOP-62 NSCLC. 3.9% of 80,000 active. AID 1794735
MDA-MB-435 = MDA-MB-435 melanoma; AID 1794794; 7.8% of 82,000 active
RPMI-8226 = RPMI-8226 leukemia cells | 7.5% of 77,000 active
MDA-MB-468 = MDA-MB-468 breast cancer; 8.5% of 78,000 active; AID 2202374
CCRF-CEM = CCRF-CEM leukemia; AID 1794778; 7% of 77,000 active
K-562 = K-562 leukemia | 7.4% of 78,000 active
MOLT-4 = MOLT-4 leukemia cells. AID 1794779. 6.9% of 80,000 active
SR = SR leukemia cells; 8.7% of 73,000 active
* hit, by the source's call; / = no result given; & = joins results of further samples. How the source made its calls: active means growth percent below 10; inactive means the rest.

Each structure is followed by: HOP-62	MDA-MB-435	RPMI-8226	MDA-MB-468	CCRF-CEM	K-562	MOLT-4	SR
- CSc1nnc(-c2cnn3c2NC(c2ccccc2)C3)n1-c1cccc(F)c1 (centres undefined)
  98	95	96	98	88	83	73	79
- C/C(=N/O)c1ccc(N2C(=O)c3c(Br)c(Br)c(Br)c(Br)c3C2=O)cc1
  104	99	98	99	101	98	99	98
- COc1cc(CNC(=O)/C=C/c2ccc3c(c2)OCO3)ccc1OCc1cn(-c2ccc(Cl)c(Cl)c2)nn1
  77	87	54	31	77	66	68	65
- COc1ccc(/C=C/C(=O)c2cc(OC)c(OC)c(OC)c2)cc1OCC(=O)Nc1nc2ccc(OC(F)(F)F)cc2s1
  -53*	-51*	6.5*	55	20	5.9*	0.4*	12
- O=C1CCCCC1CCc1ccncc1 (centres undefined)
  108	120	/	112	110	109	103	76
- CCOC(=O)/C(=C/c1ccc(OC)cc1)P(=O)(OCC)OCC
  80	70	82	61	69	72	99	46
- Cc1nnc(Nc2nc(O)c(C3=c4cc(OC(F)(F)F)ccc4=NC3=O)s2)s1
  /	99	90	96	96	112	97	75
- O=C(Nc1cc(F)cc2cccnc12)c1cnc(N2CCOCC2)cn1
  87	91	70	18	29	23	30	38
- C#CCOc1ccc(C2=NN(CC(C)C)C3N=C(Cl)c4ncn(CC(C)C)c4N23)cc1OCC#C (centres undefined)
  92	82	80	86	75	68	67	76
- CCOCCOCCN1CNc2nc(N)[nH]c(=O)c2C1
  103	103	99	141	/	85	110	107
- N#CC1=C(N)Oc2cc3ccccc3cc2C1c1ccccc1 (centres undefined)
  108	103	100	114	100	99	100	111
- COc1ccc(/C=C/C(=O)c2ccc(OC)c(S(N)(=O)=O)c2)cc1
  89	94	37	82	41	39	68	28
- COc1ccc(CSc2nc3ccc(C)cc3c(=O)n2-c2ccc(OC)cc2)cc1
  102	103	87	107	79	102	105	92
- COc1cc(NC(N)=NCCC(C)(C)c2ccc(C(F)(F)F)cc2)ncc1C#N
  54	17	-49*	-39*	25	-18*	-11*	-49*
- Oc1ccc(CCC2CCCC(CCc3ccc(OCCF)cc3)N2)cc1 (centres undefined)
  96	99	91	110	88	66	76	67
- CC(C)(C)n1nnnc1C(Nc1cccc2c1OCO2)c1cc2cccc3ccc4cccc1c4c32 (centres undefined)
  99	84	55	52	-13*	75	67	82
- CC1(C)CC(N2CCN(CCO)CC2)=CC(=S)N1
  100	118	117	100	123	130	126	110
- O=C(O)c1ccccc1N=Nc1ccc(O)cc1
  136	/	92	107	100	98	101	/
- CN1CCN(c2ccc(-c3cc4c(Nc5ccc(F)c(Cl)c5)ncnn4c3)cn2)CC1
  106	96	3.8*	70	43	12	94	/
- CCOC(=O)c1c(C)oc2ncnc(Nc3ccc(C(=O)NCCc4ccccc4)cc3)c12
  /	88	85	91	81	89	105	89
- SCCNCc1ccco1
  110	101	126	105	126	88	91	94
- CC1CN(C(C)C)C(=S)NC1=O (centres undefined)
  112	105	85	106	83	94	95	93
- CCOc1cccc(-c2nc(N)nc(Nc3ccccc3SCSc3ccccc3Nc3nc(N)nc(-c4cccc(OCC)c4)n3)n2)c1
  80	100	86	92	77	63	68	42
- O=C(c1cc2n(n1)CC(c1ccccc1)N2)N1CCOCC1 (centres undefined)
  99	96	112	110	110	95	104	91
- Cc1ccc(S(=O)(=O)NCC[C@@H]2C[C@H]2c2ccc3ccccc3c2)cc1
  101	98	83	94	97	85	87	129
- O=CNc1ccc2c3c(cccc13)-c1ccccc1-2
  107	93	/	70	47	87	52	89
- COc1nc2c(c(=O)[nH]1)C(c1ccc(Oc3ccnc4cc(Cl)ccc34)c(OC)c1)C=C(c1ccc(Cl)cc1)N2 (centres undefined)
  123	93	88	95	79	74	51	68
- O=C(CCn1c[n+](CC(=O)c2ccc(F)cc2F)c2ccccc21)Nc1cccc2cccnc12
  109	103	94	67	111	96	103	117
- O=C(Nc1cccc2[nH]c(C(F)(F)F)nc12)c1ccc(Br)cc1F
  45	27	4.5*	12	47	13	27	19
- CC(=O)OCC(=O)[C@@]1(O)[C@@H](C)CC2C3CCC4=CC(=O)C=C[C@]4(C)[C@@]3(F)[C@@H](O)C[C@@]21C (some centres undefined)
  122	97	65	124	53	94	91	90
- O=C1NC2C3CC(c4ccccc43)C12 (centres undefined)
  106	102	104	97	107	103	103	108
- C=CCn1c(SCC(=O)Nc2ccc(C(=O)/C=C/c3ccccc3)cc2)nnc1-c1ccc(OC)cc1
  96	98	83	79	99	106	98	122
- CCC(CC)C(=O)OC1CCCCC1C (centres undefined)
  97	102	/	108	96	100	109	99
- COc1ccc(-c2n[nH]c(Cn3nnnc3-c3ccccc3)n2)cc1
  105	118	/	102	85	99	92	100
- COc1cc(C2=NN(C(C)=O)C(c3c(C)nn(-c4ccccc4)c3N3CCOCC3)C2)cc(OC)c1OC (centres undefined)
  90	100	92	95	93	98	97	88
- COc1ccc(C2CN=NC2C(=O)c2ccccc2)cc1 (centres undefined)
  120	93	82	103	84	115	85	96
- COc1ccc(C(C#N)N2CCCCC2)cc1 (centres undefined)
  100	101	100	100	93	97	100	97
- NCC1C2CCC(O2)C1CO (centres undefined)
  105	103	103	102	107	105	102	129
- O=C(Nc1cccc(C2=NCCN2)c1)c1ccc(C(=O)Nc2cccc(C3=NCCN3)c2)c([N+](=O)[O-])c1
  103	113	92	111	101	87	90	93
- C[C@]12CCC(=O)C=C1CC[C@@H]1[C@@H]2[C@H](O)C[C@@]2(C)[C@H]1CC[C@]2(O)C(=O)CO
  104&74	105&112	100&98	102&96	98&87	105&91	94&86	93&87
- O=C(Nc1nc(-c2ccccc2Cl)cs1)c1cc(-c2ccc(Br)cc2)nc2ccccc12
  53	64	29	5.0*	45	23	37	53
- CC(=C(c1ccc(OCCN(C)C)cc1)c1ccc(OCCN(C)C)cc1)c1ccccc1
  102	87	96	89	94	/	/	/
- O=c1[nH]nc(-c2ccc(Cl)cc2)cc1Cc1ccccc1
  91	106	41	/	82	79	80	62
- CCCCCCOC(=O)C1=C(C)NC(=O)NC1c1ccccc1F (centres undefined)
  104	105	88	79	102	95	80	100
- COc1cc(OCc2cccc(-c3ccc4c(c3)OCCO4)c2C)cc(OC)c1C=O
  73	53	30	22	59	30	56	37
- O=C(NNc1cnccn1)c1nc2cc(F)ccc2n2cccc12
  15	24	12	-22*	4.4*	11	5.9*	3.7*
- O=C(NCCCNc1nccc(-n2ccc3cccnc32)n1)c1ccc(F)cc1
  100	101	/	99	100	96	100	99
- COc1ccc(/C=C/C#N)cc1
  112	107&111	111&119	115&105	104	98&94	107	90&91
- O=C1c2ccccc2C23C(=C(Br)c4ccccc42)CCCCN13 (centres undefined)
  102	98	94	89	104	99	92	89
- CCOC(=O)Cn1c(=O)c2cc3c(=O)n(CC(=O)OCC)c(=O)c3cc2c1=O
  93	103	107	97	95	98	95	104
- CC/C=C\CCC/C=C1/C(=O)C=C[C@@H]1C/C=C\CCCC(=O)O
  100	5.1*	6.4*	76	/	7.9*	6.8*	8.8*
- C[C@H](NC(=O)[C@@H]1CCCN1C(=O)CNC(=O)C(C)(C)C)C(=O)OC/C=C/c1ccccc1
  100	99	103	105	109	87	103	110
- Cc1cc(N/N=C/c2nc(-c3ccccc3)oc2C)c2cc(Cl)ccc2n1
  10	-96*	-39*	-75*	-35*	-29*	-39*	-14*
- COc1ccc(-c2nc3sccn3c2-c2ccnc(NCCCNS(=O)(=O)c3ccc(OC)cc3)n2)cc1
  119	28	44	54	40	27	39	53
- O=C(O)C(CCc1ccccc1)N1CCOCC1 (centres undefined)
  118	101	123	101	122	/	164	/
- CSc1nc(Nc2ccc(S(=O)(=O)NC(C)=O)cc2)c(C#N)c(-c2cccc([N+](=O)[O-])c2)n1
  93	102	97	103	103	100	94	/
- O=C(NNc1nc2cc(F)ccc2n2c(CN3CC4(COC4)C3)ccc12)c1cnccn1
  23	35	22	-16*	4.0*	13	6.4*	0.7*
- CCOC(=O)c1c(C)[nH]c(C(=O)O)c1C
  107	116	100	121	90	104	107	101
- CCN(CC)c1ccc(/C=N/NC(=O)C[N+](C)(C)C)cc1
  99	110	92	112	91	54	22	17
- Oc1ccccc1CNC1CCCCC1
  107	102	101	106	105	103	103	110

Some values from the list.
MOLT-4 with Oc1ccccc1CNC1CCCCC1 stands at 103
K-562 with CCOC(=O)c1c(C)[nH]c(C(=O)O)c1C stands at 104
MDA-MB-435 with CC/C=C\CCC/C=C1/C(=O)C=C[C@@H]1C/C=C\CCCC(=O)O stands at 5.1*
K-562 with CCN(CC)c1ccc(/C=N/NC(=O)C[N+](C)(C)C)cc1 stands at 54
MDA-MB-435 with O=C(O)C(CCc1ccccc1)N1CCOCC1 (centres undefined) stands at 101
MDA-MB-435 with CCOC(=O)Cn1c(=O)c2cc3c(=O)n(CC(=O)OCC)c(=O)c3cc2c1=O stands at 103

(listing goes on)
Each structure is followed by: HOP-62	MDA-MB-435	RPMI-8226	MDA-MB-468	CCRF-CEM	K-562	MOLT-4	SR
- COC(OC)C(C)c1ccccc1 (centres undefined)
  88	103	115	93	91	96	93	88
- Cc1nc(Nc2ccc(N)cc2)c2ccccc2n1
  104	65	/	87	86	74	100	57
- O=c1oc2c(cnc3ccccc32)cc1Sc1ccc(Cl)cc1
  101	102	99	106	101	100	103	108
- O=C(c1ccccc1)c1c(/C=C/c2ccccc2)nc2ccccc2c1/C=C/c1ccccc1
  105	100	112	99	105	107	102	/
- CC1(C)CC(=O)C2=C(C1)N(Cc1ccc(C(=O)O)cc1)C1=C(C(=O)CC(C)(C)C1)C2c1ccc(Br)cc1
  101	101	108	92	101	98	96	98
- CC1(C=O)NC(=O)NC1=O (centres undefined)
  68	111	109	101	96	103	90	97
- CCCNc1nc2ccccc2c2c(=O)c3ccc(Cl)cc3sc12
  98	100	104	78	97	92	99	87
- Cc1cc(C)cc(C(=O)O)c1
  98	111	94	100	95	100	103	105
- Cc1[nH]nc(N)c1C#N
  100	103	97	104	83	97	/	79
- CC(=O)n1nc(C(=O)OCCC(C)C)c2ccccc21
  113	105	100	91	105	106	110	111
- CCOC(=O)CCC1=C(C)c2cc3cc(C)c(cc4cc(C)c(cc5nc(cc1n2)C(CCC(=O)OCC)=C5C)[nH]4)[nH]3
  112	96	105	106	100	94	100	104
- COc1cc(CNC(=O)c2cc(OC)c(OC)c(OC)c2)ccc1OCC(=O)NO
  103	103	114	91	107	107	90	101
- Cc1cc(N(CCCNc2ccnc3cc(Cl)ccc23)Cc2ccco2)nc(N2CCOCC2)n1
  64	63	35	80	69	27	64	8.6*
- C=CCS(=O)(=O)CC=C
  104	111	101	105	94	103	95	93
- O=C(CSc1nc2ccccc2[nH]1)c1ccccc1
  98	98	98	105	100	/	97	90

Whole records, quoted from the list. Values in the order: HOP-62, MDA-MB-435, RPMI-8226, MDA-MB-468, CCRF-CEM, K-562, MOLT-4, SR
CC1(C)CC(=O)C2=C(C1)N(Cc1ccc(C(=O)O)cc1)C1=C(C(=O)CC(C)(C)C1)C2c1ccc(Br)cc1 is entered as 101, 101, 108, 92, 101, 98, 96, 98
COc1cc(CNC(=O)c2cc(OC)c(OC)c(OC)c2)ccc1OCC(=O)NO is entered as 103, 103, 114, 91, 107, 107, 90, 101
Cc1cc(C)cc(C(=O)O)c1 is entered as 98, 111, 94, 100, 95, 100, 103, 105
CC(=O)n1nc(C(=O)OCCC(C)C)c2ccccc21 is entered as 113, 105, 100, 91, 105, 106, 110, 111
CC1(C=O)NC(=O)NC1=O (centres undefined) is entered as 68, 111, 109, 101, 96, 103, 90, 97

Carrying on.
Each structure is followed by: HOP-62	MDA-MB-435	RPMI-8226	MDA-MB-468	CCRF-CEM	K-562	MOLT-4	SR
- COc1ccc(/C=N/NC(=O)CSc2nc(-c3cnccn3)cc(-c3cccs3)c2C#N)cc1
  53	82	48	83	86	79	74	65
- CCOc1ncc([N+](=O)[O-])c(OCC)n1
  104	124	85	115	101	103	91	94
- Cc1ncc(C(=O)Nc2ccc(CN3CCN(C)CC3)c(C(F)(F)F)c2)cc1C#Cc1cnc2cccnn12
  4.6*	-54*	2.2*	7.1*	5.8*	0.6*	-0.2*	-15*
- NS(=O)(=O)c1cccc(NCCC(=O)c2ccc3ccccc3c2)c1
  117	104	95	115	111	98	83	103
- CCOC(=O)N1CCN(C(=S)Nc2ccccc2)CC1
  95	107	118	95	160	122	128	126
- CCCCCC1(C=O)NC(=O)NC1=O (centres undefined)
  76	111	111	98	100	103	91	96
- CCCCCCCCCCCCNc1ccc(Cl)cc1
  91&100	103&110	83&89	117&101	67&75	87&94	85&96	93&97
- C[Si](C)(CI)O[Si](C)(C)CI
  111	99	98	100	86	95	94	/
- CCC(=O)Nc1cc2c(cc1Cl)-c1ccccc1C2
  98	113	/	98	72	104	82	101
- COc1cc(-c2nc(OC)c(C#N)c(N)c2C#N)cc(OC)c1OC
  100	98	93	103	98	118	105	99
- C/C(=N/N=C(/C)c1ccccc1)c1ccccc1
  91	97	102	108	123	111	101	119
- Cc1ccc(-c2nc(C(Cl)Cl)nc3cc(C)nn23)cc1
  7.5*	12	33	-38*	33	11	17	9.7*
- CC[C@H](CC[C@@H](C)[C@H]1CC[C@H]2[C@@H]3CC=C4C[C@@H](OCCC#N)CC[C@]4(C)[C@H]3CC[C@]12C)C(C)C
  95	103	93	96	82	101	94	99
- CCOC(=O)c1cc(C(=O)c2cc(OC)cc(OC)c2)n2nc(-c3ccc(Cl)cc3)ccc12
  101	95	89	108	91	88	84	88
- CC(=O)c1ccc2oc(=O)n(Cc3ccc(C#N)cc3)c(=O)c2c1
  103	99	106	108	106	117	107	109
